miR122 inh: miR-122 inhibition in Huh7 cells; Huh7 miR-122 Renilla luciferase sensor, 48 h; neutral wells = 0, positive control = 100; activation (reporter increase), % at 12.5 µM; actives 0.3% (n = 340,000);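 active means mean replicate activation score at least 90 and every replicate individually at or above 90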;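 further: higher luciferase means less miR-122 activity so hits act as miR-122 inhibitors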
PglD inh: inhibitors of Campylobacter jejuni PglD acetyltransferase; actives 0.098% (n = 360,000); inhibition, % at 12.5 µM; purified PglD enzyme, DTNB colorimetric CoA detection; AID 602405; in the data active means inhibition above about 16%, passing the limit was not always enough; further: strong numbers were not always called active
FN deposition inh: fibronectin deposition inhibition; AH1F fibroblasts, Alexa488-fibronectin deposition fluorescence, overnight; inhibition, % at 12.6 µM; actives 0.086% (n = 350,000);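 active means mean inhibition across replicates of 30% or more, regardless of how many single replicates reach that level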;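 further: positive control wells lacked labelled fibronectin entirely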
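Assay system: AH1F fibroblasts / Quantity: 10000 cells per well / Medium: DMEM plus 2% serum, read in PBS / Reagent: labelled fibronectin 24 nM / Dosing: single dose, pinned / Times: 1 h cell attachment, overnight exposure to compound and label / Signal: fluorescence, ex 485 nm, em 525 nm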
Cneo AK release: causes C. neoformans cell lysis | adenylate kinase release luminescence, 4 h; normalised: neutral wells 0, clomiphene wells 100 | lysis activity, % at 15 µM | actives 0.2% (n = 360,000);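 active means mean lysis activity across replicates of at least 80%, whatever share of replicates individually reach that level; inactive means mean lysis activity below 80%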
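Assay system: Cryptococcus neoformans yeast cells / Dosing: single-point compound dose / Timing: 4 h at 37 °C static, read 1 h later / Measured by: luminescence of released adenylate kinase using an AK detection reagent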
GSIS activator: GLuc luminescence reporter in INS-1E cells, primary screen for activators of glucose-dependent secretion of insulin | INS-1E GLuc reporter insulin secretion, 2-3 h | activation, % at 16.6 µM | actives 0.61% (n = 370,000) | AID 743287;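 active means lowest replicate activation of at least 40%, so every replicate reaches that level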;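 further: 0% = median of neutral control wells and 100% = median of IBMX positive control wells; some compounds called inactive have numbers as strong as hits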
PGC1a acetyl inh: PGC1a acetylation modulation, inhibitor mode; U2OS PGC1a acetylation, AlphaScreen anti-acetyl-lysine; with virally co-expressed GCN5 acetyltransferase; inhibition, % at 15.6 µM; actives 0.17% (n = 350,000); AID 651687;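 active means every replicate shows inhibition of at least 40%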;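 further: 0% = neutral control wells and 100% = positive control wells; some results beyond the cut were filed as inactive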
CFTR F508del cor: correctors of CFTR F508del function in bronchial epithelial cells; CFBE cells, YFP halide quenching; stimulated with forskolin plus potentiator P3; % fluorescence drop versus neutral controls; activity (quench increase), % at 7.58 µM; actives 0.36% (n = 350,000);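 active means mean added fluorescence quench of at least 8% versus neutral control, with both replicates also reaching 8%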;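 further: cells transiently co-express mutant CFTR-F508del with the halide-sensitive YFP; corrector assay measuring rescue of mutant channel to the surface after 24 h compound exposure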
Statin myotox sup: suppressors of simvastatin-induced myotoxicity in C2C12 myotubes | actives 0.78% (n = 330,000) | ATP luminescence, 48 h; scaled: DMSO 0, geranylgeraniol control 100 | AID 602340 | rescue of ATP level, % at 7.49 µM;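 active means mean ATP rescue above about 67%, or every replicate alone reaching that limit, limit read from the data, passing the limit was not always enough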;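 further: myotubes were challenged with 10 µM simvastatin during compound exposure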
Starred values were filed as active, the others as inactive; . = no result given; [ ] = remark or other dose.

The line under a structure holds: miR122 inh	PglD inh	FN deposition inh	Cneo AK release	GSIS activator	PGC1a acetyl inh	CFTR F508del cor	Statin myotox sup
1. Cc1ccc2[nH]c(C)c(CC(=O)NCc3ccccc3)c2c1
  .	-8.4	-4.5	0.6	-18.5	.	2.9	18.1
2. COCCn1c(Cc2ccccc2)nnc1SCC(=O)NC1CC1
  .	1.3	-0.1	-0.7	-7.9	.	0.4	27.6
3. C[C@H]1CN([C@@H](C)CO)C(=O)c2cccc(NC(=O)C3CCOCC3)c2O[C@H]1CN(C)Cc1ccc(Cl)c(Cl)c1
  44.4[16.7 µM]	-2.1	.	0.6	16.8	5.0	-3.2	1.2
4. CC(C)Oc1ccc(F)cc1-c1cc(C(=O)NCc2ccc(F)cc2)[nH]n1
  1.0	0.5	2.7	6.8	-24.8	-8.6	0.8	-7.9
5. C[C@@H]1CN([C@H](C)CO)C(=O)Cc2cc(NC(=O)C3CC3)ccc2O[C@H]1CN(C)C
  6.8[16.7 µM]	1.1	4.9	1.8	2.0	3.2	-2.0	-1.1
6. CCOC(=O)C(C)Sc1nc(=O)n2cc(C)ccc2n1 (stereo unspecified)
  -2.3	.	-11.8	.	-3.5	-4.8	0.4	.
7. COCCCNC(=O)Cn1nc(-c2ccccc2OC)ccc1=O
  -0.2	1.1	.	-0.8	.	-1.1	.	9.2
8. Cc1cccc(C(=O)NCCc2n[nH]c(=S)n2C)c1
  -3.2	1.3	.	12.0	6.9	13.4	.	.
9. CCNC(=O)C1CCCN1S(=O)(=O)c1ccc(OC)cc1 (stereo unspecified)
  -4.9	-4.2	-3.0	1.8	.	10.6	.	-0.7
10. COc1cccc(CNC(=O)C[C@H]2CC[C@@H](NC(=O)C3CCOCC3)[C@H](CO)O2)c1
  .	0.4	-14.1	-1.2	4.9	1.7	2.5	1.0
11. CO[C@H]1CN(C)C(=O)c2cc(NC(=O)C3CCC3)ccc2OC[C@@H](C)N(CC2CCCCC2)C[C@@H]1C
  .	0.0	1.5	12.4	-26.7	-2.5	-0.6	-1.6
12. COc1cc(/C=C/C(=O)c2ccc3c(c2)OCO3)cc(Cl)c1O
  0.1	-0.1	6.2	0.0	-14.6	-4.1	9.7*	.
13. Cc1ccc2oc(=O)c3cc(C(=O)NCc4ccco4)sc3c2c1
  .	2.2	-10.1	-8.6	-18.4	.	1.2	-8.6
14. C[C@@H]1CN([C@H](C)CO)C(=O)c2cccc(NS(=O)(=O)c3cn(C)cn3)c2O[C@@H]1CN(C)C(=O)Nc1ccc(C(F)(F)F)cc1
  -0.5[16.7 µM]	-0.8	9.8	3.4	-26.5	4.5	2.2	4.5
15. Cc1ccc(-n2ncc(C(=O)Nc3cc(Cl)cc(Cl)c3)c2C2CCNCC2)cc1C
  -1.1	4.2	5.7	1.0	-25.7	.	-4.1	-77.6

Along the list, as entered above.
Compounds 3–9 in Cneo AK release: 0.6, 6.8, 1.8, ., -0.8, 12.0, 1.8
Compounds 3–9 in PglD inh: -2.1, 0.5, 1.1, ., 1.1, 1.3, -4.2
Compounds 3–9 in Statin myotox sup: 1.2, -7.9, -1.1, ., 9.2, ., -0.7

(cont.)
The line under a structure holds: miR122 inh	PglD inh	FN deposition inh	Cneo AK release	GSIS activator	PGC1a acetyl inh	CFTR F508del cor	Statin myotox sup
16. CC(C)(C)c1cc[n+](/C(C(=S)NC2CC2)=C(/[O-])c2ccc(Cl)s2)cc1
  20.7	2.0	-3.2	-0.8	22.1	11.7	.	.
17. CCNC(=O)OCc1cn(-c2ccc(Cl)cc2)nn1
  -1.8	.	-4.9	.	-4.1	1.2	-2.7	-7.4
18. CC(=O)Nc1ccc(C=NNc2ccc([N+](=O)[O-])cn2)cc1
  .	-7.0	1.2	-0.6	.	-5.5	-1.0	3.1
19. COc1ccc(C(=O)C2CCCN(C(=O)CSC)C2)cc1OC (stereo unspecified)
  -3.1	-0.4	3.8	1.3	.	-15.5	0.5	0.8
20. Cc1cc(C)n2nc(C(=O)NCCc3ccccc3)nc2n1
  -5.5	-5.8	.	-0.3	.	4.2	.	.
21. Cn1ccn(CCCCCCn2ccn(C)c2=S)c1=S
  .	-2.4	-2.1	1.7	1.3	2.1	-0.4	5.2
22. O=c1cc(CN2CCN(c3ccccc3)CC2)c2c(ccc3ccccc32)o1
  -1.1	-2.9	.	6.2	-25.5	-2.7	.	11.0
23. CN(C)CC(=O)N1[C@H](CO)[C@H](c2ccc(-c3ccccc3F)cc2)[C@@H]1C#N
  .	-3.5	-18.2	0.8	-2.2	-6.2	0.9	-20.5
24. COc1cccc(NC(=O)CSc2nc3c(c(-c4ccco4)c2C#N)CCCC3)c1
  1.0	-3.7	10.8	-0.6	16.6	-3.3	.	20.6
25. C[C@@H]1CN([C@@H](C)CO)C(=O)c2cc(C3=CCCCC3)cnc2O[C@@H]1CN(C)C(=O)c1ccccc1
  -1.1[16.7 µM]	-2.8	-4.6	1.3	-13.7	9.8	2.5	14.5
26. CCOc1ccccc1C(=O)NN1CCOCC1
  4.9	-4.5	2.9	-0.7	8.6	1.7	-0.2	-3.7
27. O=C(Nc1cccc2cccnc12)c1cc(F)c(F)cc1Cl
  4.3	0.4	6.0	0.5	0.4	-4.1	-0.1	-0.3
28. CC(=O)OC1CCC2(C)C(CCC3C4CC=C(C(C)=O)C4(C)OC(=O)CC32)C1 (stereo unspecified)
  5.1	-1.2	.	11.3	.	-3.6	1.0	-148.9
29. Cn1c(/C(C#N)=C(\O)c2ccc(Br)s2)nc2ccccc21
  .	-2.3	-2.9	-0.3	1.4	.	-0.3	-1.4
30. COc1ccc(CN2C(=O)c3cccnc3C2Nc2ccc(C)cc2)cc1 (stereo unspecified)
  8.3	1.2	-7.5	0.3	.	5.1	.	9.1

Shown in markdown: 3 of the compounds above.
| nr | smiles | miR122 inh | PglD inh | FN deposition inh | Cneo AK release | GSIS activator | PGC1a acetyl inh | CFTR F508del cor | Statin myotox sup |
| --- | --- | --- | --- | --- | --- | --- | --- | --- | --- |
| 30 | COc1ccc(CN2C(=O)c3cccnc3C2Nc2ccc(C)cc2)cc1 (stereo unspecified) | 8.3 | 1.2 | -7.5 | 0.3 | . | 5.1 | . | 9.1 |
| 19 | COc1ccc(C(=O)C2CCCN(C(=O)CSC)C2)cc1OC (stereo unspecified) | -3.1 | -0.4 | 3.8 | 1.3 | . | -15.5 | 0.5 | 0.8 |
| 29 | Cn1c(/C(C#N)=C(\O)c2ccc(Br)s2)nc2ccccc21 | . | -2.3 | -2.9 | -0.3 | 1.4 | . | -0.3 | -1.4 |

Following part
The line under a structure holds: miR122 inh	PglD inh	FN deposition inh	Cneo AK release	GSIS activator	PGC1a acetyl inh	CFTR F508del cor	Statin myotox sup
31. O=C(COC(=O)c1cccc(Cl)c1)NCc1ccccc1
  -20.7	-0.3	-1.2	2.8	2.6	-12.6	1.9	1.9
32. COc1ccccc1CNS(=O)(=O)c1ccc2c(c1)NC(=O)CO2
  -1.7	7.3	1.2	2.4	-1.1	-4.5	1.1	-11.6
33. C[C@@H]1CCCCO[C@@H](CN(C)S(=O)(=O)c2ccc(Cl)cc2)[C@H](C)CN([C@@H](C)CO)C(=O)c2cc(NC(=O)NC3CCCCC3)ccc2O1
  -3.5[16.7 µM]	-0.4	.	-5.6	5.6	5.3	0.1	.
34. CNC(=O)N(O)C1N(/N=C/c2ccccc2O)C(=S)SC1(C)C (stereo unspecified)
  .	.	4.4	.	-8.0	9.7	3.4	.
35. COc1cccc2sc(N3CCN(C(=O)C4COc5ccccc5O4)CC3)nc12 (stereo unspecified)
  .	-0.2	-2.3	1.8	-35.1	.	4.3	-2.9
36. Cc1noc(C)c1S(=O)(=O)Nc1cccc2c1O[C@@H](CN(C)Cc1ccc(C(F)(F)F)cc1)[C@@H](C)CN([C@H](C)CO)C2=O
  5.1[16.7 µM]	2.3	2.2	4.9	-15.0	-5.0	-1.4	21.7
37. Cc1cc([N+](=O)[O-])nn1CC(=O)NCc1ccccc1
  5.5	4.4	-4.6	-6.0	0.5	3.3	-3.9	0.4
38. Cc1ccc(S(=O)(=O)NC(=O)Nc2nc(-c3ccc(F)c(F)c3)cs2)cc1
  .	2.2	3.7	1.2	-6.4	16.3	0.3	.
39. C[C@H](CO)N1C[C@H](C)[C@@H](CN(C)CC2CC2)Oc2cc(-c3ccccc3)ccc2S1(=O)=O
  -0.2[16.7 µM]	-1.0	12.9	9.5	11.4	1.4	-2.6	-17.8
40. C[C@@H]1CN([C@@H](C)CO)C(=O)c2ccccc2-c2ccccc2CO[C@H]1CN(C)C(=O)Nc1ccnc(N2CCOCC2)c1
  .	-1.6	5.9	-0.4	12.2	8.8	3.7	3.9
41. O=C(Nc1ccc2oc(=O)ccc2c1)c1cc([N+](=O)[O-])ccc1N1CCOCC1
  0.0	.	-3.4	.	31.0	6.2	3.4	-5.8
42. O=C(Nc1ccccc1Cl)NC1(C(=O)NCc2ccncc2)CCCCC1
  -1.6	0.2	-0.7	0.0	2.5	-1.2	0.6	-0.5
43. O=C(NN1CCOCC1)c1cc(-c2ccncc2)nc2ccccc12
  -2.3	.	3.7	.	22.1	6.0	3.1	.
44. CCOc1ccc(S(=O)(=O)c2cn(C)c3cc(OC)c(OC)cc3c2=O)cc1
  -4.0	-2.1	-5.7	1.8	-0.2	3.5	2.5	15.5
45. Cc1nc(N2CCN(c3ccc(Cl)cc3)CC2)[nH]c(=O)c1C
  -2.4	-2.7	0.0	-3.7	-5.1	9.2	0.3	34.7

The line under a structure holds: miR122 inh	PglD inh	FN deposition inh	Cneo AK release	GSIS activator	PGC1a acetyl inh	CFTR F508del cor	Statin myotox sup
46. Nc1cccc2c1nnn2C1OC(CO)C(O)C(O)C1O (stereo unspecified)
  1.5	2.9	-14.5	-0.9	9.7	-8.5	0.7	0.6
47. CCC1CCc2sc(C(=O)NCC(c3ccc(OC)cc3)N3CCCC3)cc2C1 (stereo unspecified)
  -15.3	-5.7	-6.3	3.6	-24.5	-9.9	-2.6	-2.4
48. Cc1ccccc1C(=O)NC1CCN(C(=O)N2CCOCC2)CC1
  1.4	0.0	.	-2.7	.	12.5	.	4.4
49. COc1ccccc1NC(=O)Nc1ccnn1C1CCN(C(=O)c2ccccn2)CC1
  .	-6.2	8.0	0.2	-6.5	.	-0.9	5.8
50. O=C1C[C@@](C(=O)NCCN2CCOCC2)(c2ccc([N+](=O)[O-])cc2)[C@@H](c2ccc(CO)cc2I)N1CC12CC3CC(CC(C3)C1)C2
  .	-3.0	.	9.7	.	26.5	0.9	.
51. CCc1ccccc1NC(=O)CN1CCN(C(=O)CCC(=O)N2CCC(c3ccccc3)=N2)CC1
  -10.3	-1.5	2.1	-0.8	-27.0	4.5	2.4	2.1
52. O=C(CN(Cc1ccco1)C(=O)Cn1nnc(-c2ccc(F)cc2)n1)NC1CCCC1
  2.4	2.1	-25.1	0.7	-7.4	-5.3	.	17.1
53. Cc1oc(C(=O)O)cc1COc1ccc2c(C)cc(=O)oc2c1
  -1.5	.	2.0	.	-11.3	-1.3	.	-6.9
